From PubChem BioAssay
Jurkat NFkB inh: inhibitors of the PMA/ionomycin-induced NF-kB reporter in Jurkat cells. PMA/ionomycin-induced NF-kB luciferase reporter, luminescence. inhibition, % at 4 µM. 0.53% of 330,000 active. AID 435003
SENP8 inh: blocks the human protease SENP8 | Q96LD8 | purified SENP8, Z-RLRGG-aminoluciferin cleavage, luminescence | inhibition, % at 10 µM | 1.2% of 330,000 active | AID 2540
Target sequence (Q96LD8 whole entry, looked up): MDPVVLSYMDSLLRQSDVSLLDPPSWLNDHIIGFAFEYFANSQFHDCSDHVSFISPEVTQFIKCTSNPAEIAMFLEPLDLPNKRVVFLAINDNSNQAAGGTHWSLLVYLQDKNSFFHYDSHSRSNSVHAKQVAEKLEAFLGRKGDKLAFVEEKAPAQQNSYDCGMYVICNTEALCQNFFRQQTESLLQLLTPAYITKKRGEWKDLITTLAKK
UBC13 polyUb: human UBC13 polyubiquitination inhibition; UBC13 polyubiquitin chain formation, TR-FRET; inhibition, % at 20 µM; 0.47% of 330,000 active; in the data active = inhibition above about 45%, passing the limit was not always enough
Target sequence (P61088 whole entry, looked up): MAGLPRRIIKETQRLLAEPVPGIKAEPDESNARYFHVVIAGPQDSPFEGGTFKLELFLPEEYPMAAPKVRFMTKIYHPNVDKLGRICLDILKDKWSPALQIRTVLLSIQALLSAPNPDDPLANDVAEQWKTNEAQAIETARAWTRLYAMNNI
HKDC1 inhibitor: HKDC1 (human) hexokinase inhibition. Q2TB90. recombinant HKDC1, G6PDH/diaphorase resazurin coupled fluorescence. inhibition, % at 20 µM. 0.16% of 340,000 active;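 active = inhibition above about 35% when tested at 20 µM, limit read from the data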;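 also: plate controls were DMSO wells with enzyme for no effect and DMSO wells lacking enzyme for full effect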
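Material: recombinant HKDC1 hexokinase; Amount: HKDC1 at 5 µg/mL; Medium: Tris pH 8.0 buffer with MgCl2, Tween-20, BSA, BME; Schedule: 90 min reaction incubation at room temperature, dark; Technique: coupled resazurin fluorescence, excitation 525 nm, emission 613 nm.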
697 NFkB inh: lowers PMA/ionomycin-induced NF-kB signal in 697 B cells | inhibition, % at 4 µM | 0.33% of 330,000 active | 697 B-cell NF-kB luciferase reporter, 16 h; in the data active = inhibition above about 35%
Gli-Sufu block: Gli-Sufu pathway antagonism | Sufu-KO-LIGHT fibroblasts, Gli luciferase reporter luminescence | inhibition, % at 5 µM | 0.74% of 340,000 active | AID 588413;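 active = inhibition above about 55%, limit read from the data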;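 also: 0% = DMSO-treated cells and 100% = wells with medium but no cells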
SENP7 block: SENP7 protease inhibition; recombinant SENP7, Z-RLRGG-aminoluciferin luminescence, 40 min; 1.5% of 330,000 active; Q9BQF6; inhibition, % at 5 µM;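 active = inhibition above about 50% at the single test dose, limit read from the data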;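 also: plate controls were DMSO with enzyme for no effect and no enzyme buffer wells for full effect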
Target sequence (Q9BQF6 706-1050 limits assumed): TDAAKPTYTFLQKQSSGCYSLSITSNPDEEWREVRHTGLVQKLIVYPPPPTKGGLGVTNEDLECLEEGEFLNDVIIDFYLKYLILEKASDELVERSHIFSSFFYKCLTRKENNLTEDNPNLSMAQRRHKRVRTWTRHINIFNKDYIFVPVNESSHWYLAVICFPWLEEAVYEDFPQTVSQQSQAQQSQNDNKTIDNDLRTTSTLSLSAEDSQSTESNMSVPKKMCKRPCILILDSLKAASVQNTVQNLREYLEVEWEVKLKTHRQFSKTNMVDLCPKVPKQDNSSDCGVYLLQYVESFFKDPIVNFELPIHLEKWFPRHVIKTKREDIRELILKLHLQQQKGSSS
Apaf1 inhib: blocks human Apaf-1 apoptosome activity; O14727; reconstituted apoptosome caspase-3 activity, DEVD-Rh110 fluorescence; inhibition, % at 20 µM; 0.71% of 330,000 active; active = inhibition of at least 40% at 20 µM;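 also: plate controls were DMSO wells for no effect and DEVD-CHO caspase inhibitor wells for full effect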
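Medium: Hepes buffer, pH 7.5 / System: biochemical Apaf-1 apoptosome reconstitution / Measured by: Rh110 fluorescence, excitation 480 nm, emission 540 nm / Times: compound with Apaf-1, dATP, procaspase-3 30 min, then 50 min reaction, room temperature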
Active calls of the source: *; / = no result given. Rule as the data show it, unless noted: active = inhibition above about 50%; inactive = the rest.

SMILES,Jurkat NFkB inh,SENP8 inh,UBC13 polyUb,HKDC1 inhibitor,697 NFkB inh,Gli-Sufu block,SENP7 block,Apaf1 inhib
CCCc1nc2cc(CC(=O)OC)ccc2o1,-5,-9,-2,7,4,-2,-13,-1
COc1ccc(C2NC(=O)CCC2[N+](=O)[O-])cc1 (stereo not given),-5,-12,-11,6,-10,10,13,2
Cc1cccc(N2CCN(C(=O)C3CC(=O)N(C4CCCC4)C3)CC2)c1C (stereo not given),7,7,-6,-5,-20,-4,1,4
CCOC(=O)C1=C(c2ccccc2)c2ccc(OC)cc2N(S(=O)(=O)C(F)(F)F)C1C(=O)OCC (stereo not given),/,/,/,0,1,1,-14,24
COc1ccc(C(=O)n2nc(C)c(Br)c2C)cc1OC,-6,3,6,4,0,-10,1,1
Cc1ccc(C2C3=C(CCCC3=O)OC3=C2C(=O)CCC3)cc1,-11,1,0,-10,1,-1,1,-3
Cc1ccc(C2CC(=O)NC3=C2C(=O)CCC3)cc1Br (stereo not given),17,6,4,5,9,4,3,-2
COc1ccc(OC)c(Nc2nc(NCCC(C)C)nc(N)c2[N+](=O)[O-])c1,-6,-2,1,5,-14,8,0,12
CC1CC(=O)N(CC(=O)Nc2ccc(F)cc2)c2ccccc2S1(=O)=O (stereo not given),11,2,7,7,-5,-13,5,1
COC(=O)COc1ccc2oc(=O)cc(-c3cc4ccccc4o3)c2c1,1,3,0,5,14,-7,-5,20
Cc1ccc(-c2nc(=S)c3c(n2Cc2cccnc2)CC(C)(C)OC3)cc1,-2,-6,33,-2,-14,5,-3,-4
CCN(CC)CC(O)c1cccn1-c1ccc(CNC(=O)NC(C)C)cc1 (stereo not given),-22,0,9,-14,15,-2,2,-5
O=C(CSc1ccc(F)cc1)Nc1ccc(N2CCOCC2)c(Cl)c1,-1,-6,3,7,-10,-17,4,4
O=C(C1CC(=O)N(c2ccc(F)cc2)C1)N1CCCCCC1 (stereo not given),12,7,2,-6,-6,-3,4,-2
COC(=O)C[C@H]1c2cc(F)ccc2S(=O)(=O)N1c1ccc(N(C)C)cc1,15,-11,-2,0,8,2,4,1
CCN(CC)CCN1C(=O)C(=O)/C(=C(/O)c2c(C)[nH]c(C(=O)OC)c2C)C1c1ccc(OC)cc1 (stereo not given),3,1,7,1,17,4,6,-6
Cc1ccc(Nc2n[nH]c(C)c2[N+](=O)[O-])cc1C,-142,42,-17,-7,-180,-110,33,2
CCN(C(=O)CSc1nc2ccccc2c(=O)n1-c1ccccc1F)C1CCS(=O)(=O)C1 (stereo not given),3,5,14,2,8,-2,-8,-12
O=C(N/C=N/OCc1ccc(Cl)cc1Cl)NOCc1c(Cl)cccc1Cl,-3,-8,8,-2,-1,-9,-7,19
COc1ccc(CSCCc2n[nH]c(=S)n2-c2ccccc2)cc1,4,3,0,-5,2,19,-2,-16
CCC1(CC)N([O-])C(C)=C(c2ccccc2)[N+]1=O,0,-1,-6,0,0,-2,1,0
CC(C)CC(=O)N1CCN(C(=O)c2ccco2)CC1,12,1,5,-8,7,-14,4,-2
CCn1c(COc2c(C)cccc2C)nnc1SCC(=O)N1CCN(c2ccccc2)CC1,26,6,2,-8,-47,-19,1,-1
Cc1cc(Cl)ccc1OCC(=O)NNC(=O)C1CCCO1 (stereo not given),5,4,2,-9,-3,-2,0,-9
CC(c1ccccc1)N1C(=O)c2ccc(C(=O)Nc3ccccc3C(=O)O)cc2C1=O (stereo not given),2,68*,-13,6,20,6,21,4
O=C(N/N=C/c1cc(Br)c(Br)o1)C(O)c1ccccc1 (stereo not given),6,-15,-17,3,2,-22,-2,-3
COc1cc(OC)cc(C(=O)NC(C(=O)NCCc2ccccn2)C(C)C)c1 (stereo not given),-3,9,7,0,6,6,-1,-11
O=C(NC(=S)Nc1ccccc1)c1cc(-c2ccccc2)nc2ccccc12,-11,-5,-12,-1,-20,-4,1,3
CCc1cccc(NC(=O)CN(C)C2=NS(=O)(=O)c3ccccc32)c1,-10,-6,-14,-2,-33,4,-8,1
Cn1c(Cc2ccccc2)nnc1SCCC(=O)Nc1ccccc1,-10,1,-2,1,2,-3,1,-8
COc1ccc(NS(=O)(=O)c2cccc(C(=O)NNC(=O)NCCCl)c2)cc1,-8,0,-2,-5,33,-14,10,-2
CCCc1[nH]nc2c1C1(CCN(C(=O)OCc3ccccc3)CC1)C(C#N)=C(N)O2,-16,-11,-1,14,-8,6,-7,31
CSc1nccc(-c2sc(SC)c(C#N)c2-c2ccccc2)n1,8,-2,27,2,11,7,-6,3
CCOc1ccc(-c2nnc3ccc(SCc4ccc(C(=O)OC)o4)nn23)cc1,-3,-2,14,11,-31,8,3,29
CCN(CC)C(=O)c1sc(NC(=O)c2ccc(OC)c([N+](=O)[O-])c2)c(C#N)c1C,1,-12,-17,/,-33,/,-13,1
CCCc1c(C(=O)Nc2ccc(C(F)(F)F)cc2)cnn1-c1ccccc1,-13,9,2,0,-3,-3,10,-8
Cc1ccc(C(C)C)c(OCC(=O)NNC2=CC(=O)CC(C)(C)C2)c1,10,-3,10,-9,17,-4,-1,-9
COc1ccc(N2CC(C(=O)Nc3nnc(SCC(=O)N4CCCC4)s3)CC2=O)cc1 (stereo not given),7,-2,-1,-2,-11,-1,13,4
CC(C)c1nc2sc3c(SCC(=O)NCc4ccco4)ncnc3c2c2c1CCC2,-8,-2,-28,15,-4,-31,1,17
COc1ccc(Cl)cc1S(=O)(=O)N1CCN=C1C,14,0,9,0,10,17,-2,-5
Cc1nn(-c2ccccc2)c(C)c1/C=C/C(=O)OCC(=O)N(C)C1CCS(=O)(=O)C1 (stereo not given),1,1,-11,-2,-3,2,-7,6
O=C(CSc1nc2ccccc2s1)NCCCN1CCOCC1,7,-12,3,1,4,2,-2,-12
COc1ccc(N(C)S(=O)(=O)c2cccc(C(=O)Nc3cccc(C(=O)NC4CC4)c3)c2)cc1,-3,-6,6,8,-7,22,5,2
O=C(NC1(C(F)(F)F)NC(=O)N(CC2CCCCC2)C1=O)c1ccco1 (stereo not given),-5,3,-6,-6,-15,3,7,-4
CCOc1ccc(NC(=O)COc2ccc3c(c2)OCO3)cc1,-16,-10,-11,-2,-13,4,-1,5

7 entries drawn at random from those above:
SMILES,Jurkat NFkB inh,SENP8 inh,UBC13 polyUb,HKDC1 inhibitor,697 NFkB inh,Gli-Sufu block,SENP7 block,Apaf1 inhib
CCCc1c(C(=O)Nc2ccc(C(F)(F)F)cc2)cnn1-c1ccccc1,-13,9,2,0,-3,-3,10,-8
Cc1nn(-c2ccccc2)c(C)c1/C=C/C(=O)OCC(=O)N(C)C1CCS(=O)(=O)C1 (stereo not given),1,1,-11,-2,-3,2,-7,6
COc1ccc(Cl)cc1S(=O)(=O)N1CCN=C1C,14,0,9,0,10,17,-2,-5
O=C(NC1(C(F)(F)F)NC(=O)N(CC2CCCCC2)C1=O)c1ccco1 (stereo not given),-5,3,-6,-6,-15,3,7,-4
COc1ccc(N2CC(C(=O)Nc3nnc(SCC(=O)N4CCCC4)s3)CC2=O)cc1 (stereo not given),7,-2,-1,-2,-11,-1,13,4
COc1ccc(NS(=O)(=O)c2cccc(C(=O)NNC(=O)NCCCl)c2)cc1,-8,0,-2,-5,33,-14,10,-2
CC(C)c1nc2sc3c(SCC(=O)NCc4ccco4)ncnc3c2c2c1CCC2,-8,-2,-28,15,-4,-31,1,17

The list continues:
SMILES,Jurkat NFkB inh,SENP8 inh,UBC13 polyUb,HKDC1 inhibitor,697 NFkB inh,Gli-Sufu block,SENP7 block,Apaf1 inhib
O=C(c1cccc(F)c1)N1CCN(Cc2c[nH]c3ccccc23)CC1,0,-10,-2,-4,-1,-8,-9,0
O=C(c1cc(-c2cccc(Cl)c2)on1)N1CCCCCC1,-71,-8,-2,-4,-78,-65,-2,23
CC1CCN(C(=O)CS(=O)(=O)Cc2ccccc2)CC1,-19,1,3,-5,-17,-30,-3,-5
CCOCCCNC(=O)c1cn(CC)c2ccc(S(=O)(=O)N3CCC(C)CC3)cc2c1=O,12,3,7,-6,-1,31,1,2
Cc1cc(NC(=O)CCC(=O)N(Cc2ccccc2)C(C(=O)NC2CCCC2)c2ccc(C)o2)no1 (stereo not given),-4,0,0,-7,-8,5,-5,19
CCC1CCCCN1CCCNC(=O)CNC(=O)Cn1ccc2ccccc2c1=O (stereo not given),-8,3,0,-4,22,0,7,6
O=C(NCc1ccccn1)c1cccc(S(=O)(=O)N2CCc3ccccc32)c1,-3,4,-2,0,-4,8,0,-2
Cn1c(SCc2nc3cc(C(=O)O)ccc3c(=O)[nH]2)nnc1C(F)(F)F,-7,-4,-19,-11,6,-1,-9,-5
CC(NC(=O)C1CCN(S(=O)(=O)c2ccc3nc4c(c(C(=O)O)c3c2)CCCC4)CC1)c1ccccc1 (stereo not given),8,9,-4,-3,7,-10,5,-4
COc1ccc(NC(=O)c2cnc(SC)n2-c2ccc(F)cc2)c(OC)c1,-3,3,-4,0,-20,20,-1,8
Cc1sc(N/N=C/c2ccco2)nc1-c1ccccc1,-39,-17,-11,-5,-40,-19,-16,30
CC(=O)Nc1ccc(NC(=O)CSc2ccc3nnc(-c4cccnc4)n3n2)cc1,10,-3,5,-2,7,6,-1,-6
COc1cc(C)nn1-c1ccc(Cl)cc1,1,-3,-6,-6,1,5,-15,6
CC1(C)CC(=O)C(C2C3=C(CC(C)(C)CC3=O)Oc3ccccc32)=C(O)C1 (stereo not given),-2,-2,-6,-7,12,-7,2,-1
O=C1c2ccccc2C(=O)N1CSc1ncccn1,-7,-14,6,0,36*,-3,14,3
COc1ccccc1CN1CC(C(=O)N(C)CCCn2nc(C)cc2C)CCC1=O (stereo not given),-8,4,-2,-2,12,3,-1,-1
Cc1ccc(Cn2c(Sc3nnc(C)s3)nc3c2c(=O)[nH]c(=O)n3C)cc1,-3,-18,-8,2,-19,17,-9,14
COc1nc(Nc2ccc(-c3nc4ccccc4o3)cc2)nc(N2CCOCC2)n1,-3,8,25,4,-19,0,5,11
COCc1ccc(C(=O)NC2CCCc3c2cnn3-c2ccc(C)c(C)c2)o1 (stereo not given),10,3,-4,-2,-17,24,-8,9

This is a random part of the collection; 3.6% or so of the library scored in one or more.
